Source: PubChem BioAssay
NPY1 pot ag: NPY-Y1 receptor potentiators or agonists, primary screen, cell-based. NPY-Y1 expressing cells, potentiator/agonist activation. activation, % at 3.6 µM. 0.37% of 220,000 active. AID 1304, 2008; in the data active = activation above about 33%, passing the limit was not always enough;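 also: cells stimulated with NPY at EC10 then isoproterenol at EC100; 0% = low agonist plus stimulus and 100% = saturating agonist plus stimulus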
Target sequence (P25929 whole entry, looked up): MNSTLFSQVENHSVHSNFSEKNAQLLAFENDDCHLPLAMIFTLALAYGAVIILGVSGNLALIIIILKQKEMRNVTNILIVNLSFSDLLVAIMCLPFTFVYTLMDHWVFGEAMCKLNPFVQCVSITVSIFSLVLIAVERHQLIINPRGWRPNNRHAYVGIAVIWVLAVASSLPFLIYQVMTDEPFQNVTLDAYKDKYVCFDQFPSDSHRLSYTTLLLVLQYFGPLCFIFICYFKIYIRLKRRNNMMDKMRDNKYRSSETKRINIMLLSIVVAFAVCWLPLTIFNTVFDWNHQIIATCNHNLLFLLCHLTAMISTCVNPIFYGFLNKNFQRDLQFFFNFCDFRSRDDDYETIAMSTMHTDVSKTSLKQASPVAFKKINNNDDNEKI
Runt-SMMHC FRET: inhibitors of RUNX1 Runt–CBFb-SMMHC binding, primary screen, biochemical, FRET, Cerulean-Runt, Venus-CBFb-SMMHC, uHTS; Runt-related transcription factor 1 (Homo sapiens) + Core-binding factor subunit beta …; Cerulean-Runt/Venus-CBFb-SMMHC FRET ratio 530/480, 1 h; inhibition, % at 20 µM; 0.74% of 220,000 active;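 active = mean inhibition across duplicate retests at 20 µM reaching about 50%, limit read from the data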;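 also: 0% = DMSO wells and 100% = wells with excess untagged CBFb-SMMHC; inhibitors lower the FRET ratio by blocking Runt binding to CBFb-SMMHC; some results filed as inactive read as strong as hits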
RBBP9 inhibitor: human RBBP9 inhibitors, primary screen, biochemical, fluorescence polarization, FP-Rh probe, HTS. Serine hydrolase RBBP9 (Homo sapiens), O75884. recombinant RBBP9. inhibition, % at 7.94 µM. 0.2% of 220,000 active;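 active = inhibition above the campaign mean of all tested compounds plus 3 SD, cut at about 14% in these data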;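 also: plate controls were DMSO wells with RBBP9 for no effect and wells lacking RBBP9 protein for full effect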
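Measured by – fluorescence polarization · Test system – RBBP9 protein · Input – 2.5 µM RBBP9 dispensing solution, before mixing · Measure – percent inhibition from mP, scaled between DMSO and no-protein wells · Benchmarks – DMSO-treated enzyme wells and wells lacking RBBP9 · Times – preincubation 30 min plus labeling 45 min at 25 °C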
p97 ATPase inh: inhibitors of human p97 ATPase, primary screen, biochemical; AID 1481, 2009; recombinant p97 ATPase, Kinase-Glo ATP luminescence, 3 h; 0.42% of 220,000 active; inhibition, % at 8 µM; in the data active = inhibition above about 15%;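 also: 0% = DMSO vehicle and 100% = wells lacking enzyme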
Runt-CBFb FRET: inhibitors of RUNX1 Runt–CBFb binding, primary screen, biochemical, FRET, Cerulean-Runt, Venus-CBFb, uHTS; Cerulean-Runt/Venus-CBFb FRET ratio 530/480, 1 h; inhibition, % at 20 µM; 0.46% of 220,000 active; AID 1496, 2009;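 active = inhibition over about 50% at 20 µM in the single-dose screen, limit read from the data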;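 also: 0% = DMSO wells and 100% = excess unlabeled CBFb competitor control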
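Reagent – Venus-CBFb binding partner, 100 nM · Assay system – Cerulean-tagged RUNX1 Runt domain (FRET donor) fusion protein · Input – 100 nM per protein · Incubation – two 1 h room-temperature incubations shielded from light · Measured by – FRET fluorescence · Medium – Tris buffer pH 7.5 with salts and BSA · Benchmarks – unlabeled CBFb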
Mdm2 ligase inh: MDM2-luciferase reporter signal enhancers, primary screen, MDM2 E3 ligase inhibitor project, cell-based, luminescence, 1536-well | 0.11% of 210,000 active | AID 1230, 2008 | signal enhancement, % at 5 µM | E3 ubiquitin-protein ligase Mdm2 (Homo sapiens), Q00987 | cell-based MDM2 ubiquitination luciferase reporter, 2 h; 0 = plate control, 100 = twice control, blank-subtracted;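 active = signal enhancement of 30% or more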;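 also: luminescence tracks abundance of the self-degrading MDM2-luciferase fusion protein; higher signal means inhibition of MDM2 E3 ligase activity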
Target sequence (Q00987 whole entry, looked up, the tested form may be a part): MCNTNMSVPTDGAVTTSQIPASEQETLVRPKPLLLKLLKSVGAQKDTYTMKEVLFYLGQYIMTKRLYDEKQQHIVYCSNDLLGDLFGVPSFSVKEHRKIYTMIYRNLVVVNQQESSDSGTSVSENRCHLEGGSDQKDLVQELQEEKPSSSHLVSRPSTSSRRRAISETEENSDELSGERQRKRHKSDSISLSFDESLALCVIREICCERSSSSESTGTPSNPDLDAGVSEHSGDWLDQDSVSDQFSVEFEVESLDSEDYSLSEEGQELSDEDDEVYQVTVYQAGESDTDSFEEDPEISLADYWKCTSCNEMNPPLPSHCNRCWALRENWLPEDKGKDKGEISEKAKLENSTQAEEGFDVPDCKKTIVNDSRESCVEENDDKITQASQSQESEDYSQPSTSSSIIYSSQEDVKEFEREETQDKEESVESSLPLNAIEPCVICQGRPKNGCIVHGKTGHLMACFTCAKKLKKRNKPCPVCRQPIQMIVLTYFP
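System: stable MDM2–luciferase fusion reporter cells / Input: 2000 cells seeded into each well / Schedule: 4 h settle plus 2 h compound, 37 °C / Compound: single-point 5 µM / Buffer or medium: cells held in DMEM / Benchmarks: control and blank well means / Evaluation: percent signal gain over controls, blank-subtracted / Measured by: luciferase luminescence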
NPY-Y1 antag: NPY-Y1 receptor antagonists, primary screen, cell-based. Neuropeptide Y receptor type 1 (Homo sapiens), P25929. HEK293-CNG Y1 cells, membrane potential fluorescence; NPY at EC95, then isoproterenol. inhibition, % at 3.6 µM. 1% of 200,000 active. AID 1040, 2008;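 active = inhibition above the campaign mean inhibition of all tested compounds plus 3 SD, cut at about 20% in these data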;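 also: 0% = DMSO wells given NPY plus isoproterenol and 100% = isoproterenol alone without NPY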
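Benchmarks – high control isoproterenol alone, low control NPY with isoproterenol · Material – HEK293 Y1/CNG channel cell line · Times – dye 3 h, compound 60 min room temperature, stimulation 45 min · Probe or stimulus – NPY (25 nM), isoproterenol (1 µM), Ro 20-1724 (25 µM) · Evaluation – % inhibition of NPY effect · Signal – fluorescence, membrane potential probe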
NPY2 pot ag: NPY-Y2 potentiators or agonists, primary screen, cell-based; Neuropeptide Y receptor type 2 (Homo sapiens), P49146; cells expressing NPY-Y2, potentiator/agonist read-out; activation, % at 3.6 µM; 0.45% of 220,000 active; AID 1359, 2008; in the data active = activation above about 27%;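 also: cells stimulated with NPY near EC25 plus isoproterenol at EC100; 0% = vehicle plus submaximal agonist and 100% = vehicle plus saturating agonist; some results beyond the cut were filed as inactive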
Hck-Nef inh: inhibitors of Nef-activated human Hck kinase, primary screen, biochemical, Z-Lyte FRET, 384-well, Hck-YEEI | Tyrosine-protein kinase HCK (Homo sapiens), P08631 | Recombinant Hck-YEEI plus Nef, Z-Lyte FRET kinase assay | inhibition, % at 20 µM | 0.68% of 220,000 active | AID 463187, 2010;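 active = Hck-Nef kinase inhibition above about 50%, limit read from the data; inactive = inhibition below that limit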;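 also: 0% = DMSO with Hck plus Nef and 100% = Hck alone without Nef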
Starred values were filed as active, the others as inactive; x = not tested or not shown. Not a hit list. Share with any hit: about 3.5%.

Short forms: A = NPY1 pot ag; B = Runt-SMMHC FRET; C = RBBP9 inhibitor; D = p97 ATPase inh; E = Runt-CBFb FRET; F = Mdm2 ligase inh; G = NPY-Y1 antag; H = NPY2 pot ag; I = Hck-Nef inh
SMILES: COc1cccc(/C=N/NC(=O)C(=O)NCc2cccnc2)c1OC
  A: 13	B: 2	C: -8	D: 6	E: -2	F: -7	G: 5	H: 6	I: 17

SMILES: CCN(c1ccccc1)S(=O)(=O)c1ccc(Cl)c(NC(=O)CSc2nnc(C)s2)c1
  A: 8	B: 0	C: -4	D: -5	E: -2	F: -22	G: 0	H: -9	I: -13

SMILES: Cc1cccc(OCC(=O)NCC(=O)N/N=C/c2cc(Br)ccc2OCc2ccccc2)c1
  A: 0	B: 1	C: -11	D: -2	E: 1	F: -9	G: 0	H: 14	I: 12

SMILES: CCOC(=O)N1CCC(NC(=O)C2=C(C)C(=O)OC23CCC(C)CC3)CC1 (centres undefined)
  A: -10	B: 6	C: 1	D: -1	E: x	F: -22	G: -2	H: -10	I: 17

SMILES: Cc1cc(C)c(S(C)(=O)=O)c(=O)[nH]1
  A: -2	B: -2	C: 6	D: 3	E: 1	F: -4	G: -1	H: 7	I: 5

SMILES: CCOc1ccccc1CNCCOC
  A: -8	B: -1	C: -7	D: -6	E: 2	F: -91	G: -5	H: -14	I: -28

SMILES: FC(F)C(F)(F)C1=CC(c2cccs2)=NCCN1
  A: -33	B: 6	C: -7	D: 0	E: 3	F: 4	G: 7	H: 1	I: 5

SMILES: CCOC(=O)c1cnc(-n2nc(C)cc2C)nc1N1CC(C)OC(C)C1 (centres undefined)
  A: 5	B: x	C: -8	D: 1	E: x	F: x	G: 3	H: 2	I: -1

SMILES: CS(=O)(=O)N(CC(=O)NCCc1ccccc1)c1cccc([N+](=O)[O-])c1
  A: -3	B: -1	C: -5	D: 18*	E: 0	F: -9	G: 3	H: -9	I: 16

SMILES: CCCCCc1c(O)nc(SCC(=O)NCC2CCCO2)[nH]c1=O (centres undefined)
  A: 13	B: -5	C: -8	D: 3	E: -2	F: -6	G: 5	H: -3	I: 0

SMILES: Nc1sc(-c2ccccc2)c(Cc2ccccc2)c1C(=O)O
  A: 10	B: -11	C: -8	D: -3	E: 3	F: -8	G: -3	H: -1	I: 18

SMILES: Cc1cccc(C)c1OCC(=O)NCc1nnc(SCC(=O)NC2CCCCC2C)n1C (centres undefined)
  A: -25	B: 4	C: -10	D: -4	E: -19	F: -12	G: 3	H: -4	I: 0

SMILES: O=C(COc1ccc2ccccc2c1Br)N1CCOCC1
  A: 33	B: -2	C: -12	D: 4	E: -3	F: -2	G: -11	H: 5	I: 1

SMILES: CCOC(=O)c1c(-c2ccc(OC)cc2)csc1/N=C/N(C)C
  A: -31	B: 1	C: 3	D: -4	E: 1	F: x	G: -2	H: -2	I: 3

SMILES: Cc1ccc(S(=O)(=O)Nc2ccc(S(=O)(=O)NC(C)(C)C)cc2)cc1
  A: 7	B: 1	C: -3	D: 4	E: 2	F: 2	G: 3	H: -2	I: -20

SMILES: O=C(Cn1cnc2c(nnn2Cc2ccccc2F)c1=O)OCc1ccccc1
  A: 2	B: -3	C: -10	D: -1	E: -1	F: -8	G: 3	H: 4	I: 0

SMILES: CC(=O)Nc1ccc2c(c1)nc1n2CCN(C2CCCCC2)C1
  A: -9	B: -58	C: -9	D: 3	E: -7	F: -4	G: -1	H: 4	I: 19

SMILES: O=C(NCc1ccc(Cl)cc1)c1ccc(-c2ccccc2C(F)(F)F)o1
  A: -34	B: 0	C: 0	D: 0	E: -2	F: x	G: 4	H: -20	I: -4

SMILES: O=C(N/N=C/c1ccco1)c1cc(-c2ccc(Br)s2)[nH]n1
  A: -5	B: 3	C: 2	D: 2	E: 1	F: -15	G: x	H: -19	I: 17

SMILES: CN(C)/C=C/c1onc(-c2c(Cl)cccc2Cl)c1C#N
  A: 7	B: 2	C: -8	D: -3	E: 7	F: -68	G: 4	H: -5	I: 23

SMILES: FC(F)(F)c1nc2cc3nc4ccccc4[nH]c3cc2n1
  A: 15	B: -2	C: -7	D: 5	E: 2	F: -21	G: x	H: -4	I: 13

SMILES: CCOc1cccc(C(=O)NC(=S)Nc2cccc(NC(=O)c3ccccc3Cl)c2)c1
  A: -12	B: -2	C: -10	D: 2	E: 6	F: x	G: -5	H: -2	I: 5

SMILES: Cc1ccc2nc(N3C(=O)CNC3=S)sc2c1
  A: 3	B: 2	C: 9	D: 5	E: 3	F: -28	G: x	H: 3	I: 22

SMILES: COc1cc(/C=N/OCC(=O)Nc2ccc(OC(F)F)cc2)ccc1OCc1ccccc1
  A: -19	B: -37	C: -17	D: 1	E: -13	F: x	G: 1	H: 2	I: -1

SMILES: O=C(NCCc1ccccc1)C(=O)NCc1ccncc1
  A: 27	B: -1	C: -3	D: 4	E: 0	F: -2	G: 8	H: 15	I: -15

Two consecutive records from above, quoted:
Short forms: A = NPY1 pot ag; B = Runt-SMMHC FRET; C = RBBP9 inhibitor; D = p97 ATPase inh; E = Runt-CBFb FRET; F = Mdm2 ligase inh; G = NPY-Y1 antag; H = NPY2 pot ag; I = Hck-Nef inh
SMILES: Cc1cccc(OCC(=O)NCC(=O)N/N=C/c2cc(Br)ccc2OCc2ccccc2)c1
  A: 0	B: 1	C: -11	D: -2	E: 1	F: -9	G: 0	H: 14	I: 12

SMILES: CCOC(=O)N1CCC(NC(=O)C2=C(C)C(=O)OC23CCC(C)CC3)CC1 (centres undefined)
  A: -10	B: 6	C: 1	D: -1	E: x	F: -22	G: -2	H: -10	I: 17

As a working copy, 9 of the compounds above.
Short forms: A = NPY1 pot ag; B = Runt-SMMHC FRET; C = RBBP9 inhibitor; D = p97 ATPase inh; E = Runt-CBFb FRET; F = Mdm2 ligase inh; G = NPY-Y1 antag; H = NPY2 pot ag; I = Hck-Nef inh
SMILES: CCCCCc1c(O)nc(SCC(=O)NCC2CCCO2)[nH]c1=O (centres undefined)
  A: 13	B: -5	C: -8	D: 3	E: -2	F: -6	G: 5	H: -3	I: 0

SMILES: Nc1sc(-c2ccccc2)c(Cc2ccccc2)c1C(=O)O
  A: 10	B: -11	C: -8	D: -3	E: 3	F: -8	G: -3	H: -1	I: 18

SMILES: Cc1cccc(C)c1OCC(=O)NCc1nnc(SCC(=O)NC2CCCCC2C)n1C (centres undefined)
  A: -25	B: 4	C: -10	D: -4	E: -19	F: -12	G: 3	H: -4	I: 0

SMILES: O=C(COc1ccc2ccccc2c1Br)N1CCOCC1
  A: 33	B: -2	C: -12	D: 4	E: -3	F: -2	G: -11	H: 5	I: 1

SMILES: CCOC(=O)c1c(-c2ccc(OC)cc2)csc1/N=C/N(C)C
  A: -31	B: 1	C: 3	D: -4	E: 1	F: x	G: -2	H: -2	I: 3

SMILES: Cc1ccc(S(=O)(=O)Nc2ccc(S(=O)(=O)NC(C)(C)C)cc2)cc1
  A: 7	B: 1	C: -3	D: 4	E: 2	F: 2	G: 3	H: -2	I: -20

SMILES: O=C(Cn1cnc2c(nnn2Cc2ccccc2F)c1=O)OCc1ccccc1
  A: 2	B: -3	C: -10	D: -1	E: -1	F: -8	G: 3	H: 4	I: 0

SMILES: CC(=O)Nc1ccc2c(c1)nc1n2CCN(C2CCCCC2)C1
  A: -9	B: -58	C: -9	D: 3	E: -7	F: -4	G: -1	H: 4	I: 19

SMILES: O=C(NCc1ccc(Cl)cc1)c1ccc(-c2ccccc2C(F)(F)F)o1
  A: -34	B: 0	C: 0	D: 0	E: -2	F: x	G: 4	H: -20	I: -4
